Shn3 3UTR inh: reduces Shn3 3'UTR luciferase signal in osteoblasts. Clone20 osteoblast Shn3 3'UTR firefly luciferase, 24 h. inhibition, % at 12.5 µM. 360,000 compounds, 0.52% hits;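 active means mean inhibition of at least 75% with every replicate also reaching 75%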;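 further: 0% = median of neutral control wells and 100% = pilot-screen positive control compound; some compounds past the cut are filed as inactive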
NR2E3 ag-1: agonists of human NR2E3 nuclear receptor; AID 602229; CHO-S Gal4-NCOR/VP16-NR2E3 two-hybrid, luciferase; Q9Y5X4; inhibition of corepressor binding, % at 3.98 µM; 360,000 compounds, 0.35% hits;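 active means inhibition above the mean of all tested compounds plus 3 SD, cut at about 70% in these data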;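 further: 0% = DMSO with NR2E3 transfected cells and 100% = cells lacking NR2E3 construct; higher means lower luciferase signal from less NR2E3 corepressor binding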
Target sequence (Q9Y5X4 whole entry, looked up, the tested form may be a part): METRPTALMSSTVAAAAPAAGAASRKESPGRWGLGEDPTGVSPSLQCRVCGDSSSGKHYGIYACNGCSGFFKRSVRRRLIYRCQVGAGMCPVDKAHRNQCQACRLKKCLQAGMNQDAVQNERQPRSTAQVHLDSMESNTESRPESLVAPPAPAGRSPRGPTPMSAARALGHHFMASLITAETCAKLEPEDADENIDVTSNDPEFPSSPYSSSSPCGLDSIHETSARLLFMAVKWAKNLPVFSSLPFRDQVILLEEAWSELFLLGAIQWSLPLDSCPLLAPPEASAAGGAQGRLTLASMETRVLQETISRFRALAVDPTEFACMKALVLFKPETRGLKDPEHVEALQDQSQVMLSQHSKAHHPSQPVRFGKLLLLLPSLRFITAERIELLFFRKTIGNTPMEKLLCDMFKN
NR2E3 ag-2: agonists of human nuclear receptor NR2E3. 320,000 compounds, 0.12% hits. inhibition of corepressor binding, % at 4.78 µM. AID 2300. Q9Y5X4. GST-NR2E3/biotin-RetCOR TR-FRET, 1536-well;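 active means percent inhibition above the cutoff of mean plus 3 SD of all tested compounds, set per screening campaign, cut at about 20% in these data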;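 further: 0% = DMSO wells and 100% = biotin wells as full block of FRET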
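Material: NR2E3–RetCOR corepressor complex / Amount: 1.35 nM GST-NR2E3 / Medium: Tris pH 7.5 / Compound: single nominal compound dose of 4.8 µM / Incubation: 5 h at 4 °C / Technique: TR-FRET, Eu(K)-anti-GST donor, streptavidin-D2 acceptor, ex 340, em 617/671 nm / Read-out basis: percent loss of FRET ratio relative to control wells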
aDG glyco up: increases alpha dystroglycan glycosylation | Pro5-aDG cells, alpha-DG glycosylation AlphaScreen (IIH6); 0% Pro5, 100% B10-LARGE cell signal | activation, % at 10 µM | 360,000 compounds, 0.22% hits | AID 624168;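 active means activation of at least 8% versus controls, or a plate z-score of at least 8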;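 further: Pro5 are CHO cells carrying HIG-tagged alpha-DG that lacks glycosylation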
KKLEB cytotox: reduces viability of KKLEB cystic fibrosis airway cells; KKLEB CF airway cells viability, ATPlite luminescence, overnight; active compounds read low; cells stimulated with P. aeruginosa culture filtrate; activity change (cytotoxicity), % at 5 µM; 360,000 compounds, 0.36% hits;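 active means corrected activity change at or below -50% at 5 µM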
TWEAK-Fn14 inh: inhibitors of TWEAK-Fn14 interaction signaling; TWEAK-stimulated Fn14 reporter cells, luciferase luminescence, 8 h; inhibition, % at 10 µM; 360,000 compounds, 2% hits; AID 1159606; in the data active means inhibition above about 50%
iPSC survival up: increases survival of single human iPS cells | 360,000 compounds, 0.044% hits | survival enhancement, % at 20 µM | hiPSC single-cell survival, ATPlite luminescence; 100% = ROCK inhibitor wells, 0% = DMSO; in the data active means survival enhancement above about 18%;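 further: cells exposed to compounds for 16 hours before the ATP read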
Peg3 promoter: reduces Peg3 promoter-driven luciferase expression in HeLa; inhibition, % at 20 µM; HeLa PEG-Prom luciferase reporter, luminescence, overnight; 360,000 compounds, 1.7% hits;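 active means inhibition of at least 50% at 20 µM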
CF NFkB block: inhibitors of cystic fibrosis induced NF-kB | KKLEB NF-kB-GFP reporter, PAF-induced, GFP fluorescence overnight | inhibition, % at 5 µM | 360,000 compounds, 0.86% hits | AID 588850;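 active means at least 50% inhibition at 5 µM, scaled per plate between neutral and stimulator controls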;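 further: PAF is a Pseudomonas aeruginosa culture filtrate used as stimulus; plate controls were PAF-stimulated DMSO wells for no effect and unstimulated DMSO wells for full effect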
MITF TRPM1 inh: MITF TRPM1 promoter inhibition in SK-MEL-5 cells; SK-MEL-5 TRPM1 promoter luciferase, 24 h; inhibition, % at 12.5 µM; 330,000 compounds, 0.83% hits;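 active means mean inhibition across replicates of 60% or more, whatever share of single replicates reaches that level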; further: values of inactives mirror those of a sister screen read the other way
HIF-2a inh: inhibitors of HIF-2a | 786-0 RCC cells HIF-2a reporter, luciferase luminescence, overnight | 360,000 compounds, 0.72% hits | inhibition, % at 18.8 µM;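 active means inhibition of the luminescence signal of 40% or more relative to plate controls, in a single-dose primary screen at 18.75 µM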
* hit, by the source's call; / = not tested or not shown.

Results follow in this order: Shn3 3UTR inh, NR2E3 ag-1, NR2E3 ag-2, aDG glyco up, KKLEB cytotox, TWEAK-Fn14 inh, iPSC survival up, Peg3 promoter, CF NFkB block, MITF TRPM1 inh, HIF-2a inh
Cc1ccc(N2C(=O)C(O)(C(F)(F)F)C3=C2CC(C)(C)CC3=O)cc1 (centres undefined)
→ 13, -15, 1, -0.2, 7, 9, 0.3, 13, -20, 13, -2
CC(=O)Nc1ccc(C(=O)Nc2ccncc2)cc1
→ -13, -16, 3, 0.0, 2, 4, 0.1, -11, 15, 5, 19
Cn1nc(-c2ccccc2)cc1NC(=O)c1ccccc1
→ -4, -37, 2, -0.1, 3, -2, 2.1, -26, 7, -22, -58
CCC(Sc1nc2cc3c(cc2c(=O)n1Cc1ccco1)OCO3)C(=O)Nc1cccc(OC)c1 (centres undefined)
→ 61, -1, 1, -0.1, -21, 23, -4.1, 35, 25, 13, 1
COc1ccc(C(=O)N2CCC(C)(C(=O)NS(=O)(=O)C3CC3)C2)cc1 (centres undefined)
→ -1, -31, /, -0.2, -3, 2, -2.7, 4, 25, /, 5
CC(C)C(=O)Nc1cccc(COc2cccc(CN(Cc3ccccc3)C(=O)OC(C)(C)C)c2)c1
→ 34, 22, /, 0.1, -1, 3, -1.2, 19, 25, -8, 3
O=C(Nc1ccc(F)c(Cl)c1)N1CCCCCC1
→ -25, -78, 2, -0.1, 11, -9, 0.9, -124, 17, -34, -143
O=C(CNC(=O)c1ccco1)NNC(=O)c1cccc(Cl)c1
→ -5, 5, /, 0.1, 3, -1, -0.3, -17, 4, 2, 12
Cn1c(=O)n(C)c2cc([N+](=O)[O-])c(N3CCN(C(=O)c4cccc(Cl)c4)CC3)cc21
→ 1, -22, 1, 0.8, -6, 7, 1.0, 21, -2, 2, 25
Cc1ccc([C@H]2C[C@H](O)[C@@H](n3cc(-c4ccc(F)cc4)nn3)CN2C(=O)C2CCCCC2)cc1
→ 23, -7, /, 0.1, 10, 10, -3.6, 0, -2, /, 11
O=S(=O)(/N=C(\Sc1ccc(Cl)cc1)c1ccccc1)c1ccccc1
→ -6, 3, 6, -0.3, -5, 11, -2.0, 20, -5, 9, 16
CC(=O)Nc1ccc(NC(=O)c2ccc(COc3ccccc3)cc2)cc1
→ -13, 8, 0, 0.0, 8, -12, -0.4, 15, 3, 7, 7
O=S(=O)(NCC1CCCN(Cc2ccccc2O)C1)c1cccc2cccnc12 (centres undefined)
→ 5, -24, 1, -0.1, -10, 10, -0.2, -3, 24, -8, 0
O=C(Nc1ccn(Cc2ccc(F)cc2)n1)c1ccncc1
→ 11, 1, 3, 0.5, -9, 3, 6.1, -40, 12, -13, -27
CCOc1ccc(/C(C)=N\NC(=O)Cc2ccccc2)cc1
→ 8, -14, -2, 0.0, 8, -1, -0.3, 4, 6, 2, 10
COc1cccc(Nc2c(F)c(F)c(F)c(F)c2C(=O)O)c1
→ 5, -24, 0, -0.3, 0, -2, 0.0, 3, -8, -5, 21
CCn1nc(C)c(NS(=O)(=O)c2ccc(C)cc2)c1C
→ 5, -19, -2, 0.2, 0, -1, 1.2, 4, 20, 12, 5
COc1ccccc1NC(=O)c1coc(=O)c(Br)c1
→ -72, -3, -5, -0.2, 10, 3, -0.4, -93, -6, -37, -166
CCOC(=O)c1cnc(SC)nc1Sc1cc(Cl)ccc1Cl
→ 6, -12, 3, 0.6, -5, 11, 0.3, 21, 17, -10, 19
O=C(NCCO)c1cccc(-c2cccc3nccn23)c1
→ 3, -4, /, -0.2, 4, 18, 3.5, -16, -5, /, 0
COc1ccc(/C=C2\SC(=S)N(CCCC(=O)Nc3ccc(O)cc3)C2=O)cc1
→ 9, 73*, 4, 0.7, 5, 6, -0.2, -42, -24, 6, 45*
COc1ccc(N(C(=O)c2ccco2)C(C(=O)NC2CCCC2)c2cccs2)c(OC)c1 (centres undefined)
→ -21, -33, -2, 0.0, -2, 12, -0.5, 7, 1, 0, -1
O=C(Nc1c(S(=O)(=O)c2ccc(Cl)cc2)csc1Br)c1ccccc1Cl
→ 1, -9, 0, 0.1, 6, -1, 1.6, 13, -1, 5, 7
O=C(OCc1cn([C@@H]2C[C@H](c3ccccc3)N(Cc3cccs3)C[C@H]2O)nn1)c1ccccc1
→ -50, -38, /, -0.1, 8, -3, -3.1, 17, -52, /, 10
Fc1ccc(NC(=S)Nc2cccnc2)cc1Cl
→ 23, -28, 5, -0.4, -3, -12, -1.5, -7, -1, -5, -16
CCCN(CCC)C(=O)c1cn(C)c2ccc(S(=O)(=O)N3CCCC3)cc2c1=O
→ -27, -15, 0, -0.2, 11, 10, -0.1, 12, -2, 8, -5
O=C(CC1C(=O)NCCN1Cc1cccc(F)c1F)NCCCC1CCCC1 (centres undefined)
→ -2, 4, 1, -0.3, 8, 2, -0.6, 6, 6, 2, -21
CCc1ccccc1NC(=O)CNC(=O)c1cc(C2CC2)nc2c1cnn2C(C)C
→ -17, -5, 0, -0.2, 4, -28, 0.6, 16, 9, /, 2
O=c1sc(N2CCN(c3ccccc3F)CC2)nc2ccsc12
→ -73, -115, 4, -0.3, -20, 25, -1.8, -361, 26, /, -228
Cc1ccc(S(=O)(=O)N2CCOCC2)cc1C(=O)NCCCn1ccnc1
→ 3, -10, 0, 0.0, 11, 7, 2.4, -7, -3, -10, 18
CCOC(=O)N1CCC(NC(=O)Cn2nc(Cc3ccncc3)c3ccccc3c2=O)CC1
→ -1, 17, 2, -0.1, -17, 12, 4.0, -1, 21, /, 0
Cn1c(SCc2ccccc2)nnc1C1CCCNC1 (centres undefined)
→ -2, -6, 3, -0.1, 1, -3, -2.6, 5, -2, -7, 2
COc1ccc(C2SCC(=O)N2c2nnc(C34CC5CC(CC(C5)C3)C4)s2)cc1 (centres undefined)
→ 8, 2, 1, 0.1, -8, -35, -0.1, -23, -4, 3, -21
CC(=O)c1cccc(Nc2nc(-c3sc(N)nc3C)cs2)c1
→ -10, 12, -2, 0.0, -3, -9, -0.3, -75, 15, -8, -30
COc1ccc(C2SCCN2S(=O)(=O)c2ccc(NC(C)=O)cc2)cc1OC (centres undefined)
→ 5, -7, -1, 0.1, 4, 2, 0.0, 14, -1, 6, 3
CSc1oc(-c2ccccc2)nc1S(=O)(=O)c1ccc(C)cc1
→ -4, -8, -1, 0.1, 8, -3, 1.6, 9, -2, 4, 18
O=C(NCCc1ccccc1)NC(Cc1ccccc1)C(=O)O (centres undefined)
→ 14, -18, /, -0.1, -2, 4, 0.4, 3, 2, -8, 15
O=C(/C=C/c1ccc([N+](=O)[O-])cc1)NC1CC2CCC1C2 (centres undefined)
→ -12, -37, 0, 0.2, 4, -13, 1.0, -42, 7, -32, -95
O=C(Cc1ccc(Cl)cc1)N/N=C/c1ccncc1
→ -11, -2, 4, 0.2, -12, 7, 0.9, 15, 6, 3, 22
O=C(Cc1c(F)cccc1Cl)NNC(=S)Nc1ccc(S(=O)(=O)Nc2ncccn2)cc1
→ -9, 16, -2, -0.1, -6, -7, -0.3, -10, -2, -3, 10
COc1cc(/C=N/O)cc(Br)c1OC
→ 1, -6, -7, 0.2, -2, 11, 1.7, -17, 16, -5, 13
Cc1cccc(Cn2cc3c(=O)n(Cc4cccc(F)c4)nc-3c3ccccc32)c1
→ 11, -1, 2, 0.0, -2, -4, -0.8, 29, 18, 3, 16
CCn1c(=N)n(CC(=O)c2ccc(Br)s2)c2ccccc21
→ /, -91, 0, 0.8, -5, 1, -0.4, -59, -14, -39, -79
COc1ccc(NC(=O)CCn2c(=S)[nH]c3ccccc3c2=O)cc1
→ -3, 7, 1, 0.0, -6, -36, -0.3, 18, -2, -5, 21
Cc1cc(/C=C2\NC(=O)NC2=O)c(C)n1-c1cccnc1
→ -15, 3, -4, -0.1, 4, 4, -0.6, -25, -7, /, -16
Cc1ccc(S(=O)(=O)N(C)/N=C/c2ccc(C(=O)O)cc2)cc1
→ 4, -8, -3, 0.6, 14, 9, 2.4, 10, -10, -6, 1
Cc1cc[n+](CC(=O)c2ccccc2)c2ccccc12
→ -6, -8, -3, 0.1, 0, -6, -2.2, 12, 5, 7, 10
C=CCOc1ccccc1CNc1cccc(F)c1
→ -12, 6, 0, -0.4, 13, 2, -0.7, -2, -2, 7, 3
O=C(NCc1ccc(Cl)c(Cl)c1)c1cc(C2CCCCN2C(=O)c2cccs2)on1 (centres undefined)
→ 18, 19, /, 0.0, -5, 17, 0.5, 4, 4, /, 10
CCOC(=O)c1c(C)c(C(=O)N2CCCCCC2)c(C)n1C
→ 22, -32, 1, -0.2, -9, 19, -1.5, 4, 11, 10, 12
O=C(CSCc1ccccc1)NNC(=S)Nc1cccc(Cl)c1Cl
→ -28, -7, 4, 2.7, 9, 64*, 0.6, -59, 4, 10, -54
Cc1occc1C(=O)N1CCN(c2ccc(Cl)cc2)CC1
→ -14, -61, 4, 0.3, 16, 19, -0.5, -5, 4, -4, -7
COC(=O)c1c(C)[nH]c(C(=O)C(C)OC(=O)C2CC2C)c1C (centres undefined)
→ 3, 11, 1, 0.8, -4, 14, 1.9, -9, 0, -5, -8

Structural class: the compounds so far containing an NH in an aromatic ring
Results follow in this order: Shn3 3UTR inh, NR2E3 ag-1, NR2E3 ag-2, aDG glyco up, KKLEB cytotox, TWEAK-Fn14 inh, iPSC survival up, Peg3 promoter, CF NFkB block, MITF TRPM1 inh, HIF-2a inh
COc1ccc(NC(=O)CCn2c(=S)[nH]c3ccccc3c2=O)cc1
→ -3, 7, 1, 0.0, -6, -36, -0.3, 18, -2, -5, 21
COC(=O)c1c(C)[nH]c(C(=O)C(C)OC(=O)C2CC2C)c1C (centres undefined)
→ 3, 11, 1, 0.8, -4, 14, 1.9, -9, 0, -5, -8

Screening results deposited in PubChem BioAssay by several laboratories.
